Screening data (PubChem)
GSIS activator = GLuc luminescence reporter in INS-1E cells, primary screen for activators of glucose-dependent secretion of insulin | hit rate 0.61% among 370,000 | activation, % at 16.6 µM | INS-1E GLuc reporter insulin secretion, 2-3 h;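 active = lowest replicate activation of at least 40%, so every replicate reaches that level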;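 also: 0% = median of neutral control wells and 100% = median of IBMX positive control wells; some compounds called inactive have numbers as strong as hits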
CASP6 VEID inh = human caspase-6 inhibitors, primary screen, biochemical, VEID-R110 fluorescence, single point, set 2 | purified caspase-6, Z-VEID-R110 cleavage fluorescence | inhibition, % at 12.5 µM | hit rate 0.53% among 350,000;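 active = mean inhibition across replicates at least about 35%, with every replicate also reaching that limit, limit read from the data; inconclusive = only one of the two criteria met; inactive = neither criterion met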;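 also: 0% = median of neutral control wells and 100% = no fluorescence left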
Xi reactivation = activators of inactive X chromosome reactivation, primary screen, imaging, XiGFP fibroblasts, GFP high-content imaging, set 2 | activation, % at 7.58 µM | AID 743238, 2013 | hit rate 0.055% among 360,000 | XiGFP mouse fibroblasts, % GFP-positive cells imaging, 3 d; cells co-treated with 5-aza-dC sensitizer; scaled so ellipticine positive control = 100%;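 active = mean normalized replicate activation at least 10% and every replicate at or above 10%; inconclusive = only one of the two criteria met; inactive = mean below 10% and not all replicates reach 10%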;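 also: 0% = median of on-plate neutral control wells and 100% = ellipticine 6 µM median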
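Material: SV40-immortalized XiGFP fibroblast cells, line 68-5-11 | Buffer or medium: DMEM containing 5-aza-dC | Dosing: One concentration, pinned | Times: 3 d treatment, 15 min room-temperature fixation | Controls: Ellipticine 6 µM positive control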
CFTR F508del cor = F508del CFTR correction, initial screen, CFBE line, single point | CFBE cells, YFP halide quenching; stimulated with forskolin plus potentiator P3; % fluorescence drop versus neutral controls | AID 720511, 2013 | activity (quench increase), % at 7.58 µM | hit rate 0.36% among 350,000;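 active = mean added fluorescence quench of at least 8% versus neutral control, with both replicates also reaching 8%; inconclusive = only one of the mean or replicate conditions met; inactive = mean below 8% and not both replicates reaching 8%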;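 also: cells transiently co-express mutant CFTR-F508del with the halide-sensitive YFP; corrector assay measuring rescue of mutant channel to the surface after 24 h compound exposure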
E-selectin induc = E-selectin induction in HUVECs, primary screen, imaging, HUVEC, immunofluorescence imaging, single point. P16581. normalized: neutral wells 0, TNF-alpha wells 100. activation, % at 7.58 µM. hit rate 0.37% among 260,000. AID 686992, 2013;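 active = mean E-selectin-positive cell signal at least 10% of the positive control, reached in at least 60% of replicates, without over 20% cell loss; inconclusive = no rule given, readout overlaps actives, possibly toxicity-flagged; inactive = the rest, including those meeting only one limit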;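 also: in these data hits start at about 27%; measured in HUVEC primary endothelial cells; signal is the percent of cells scored E-selectin positive by PE staining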
Target sequence (P16581 whole entry, looked up): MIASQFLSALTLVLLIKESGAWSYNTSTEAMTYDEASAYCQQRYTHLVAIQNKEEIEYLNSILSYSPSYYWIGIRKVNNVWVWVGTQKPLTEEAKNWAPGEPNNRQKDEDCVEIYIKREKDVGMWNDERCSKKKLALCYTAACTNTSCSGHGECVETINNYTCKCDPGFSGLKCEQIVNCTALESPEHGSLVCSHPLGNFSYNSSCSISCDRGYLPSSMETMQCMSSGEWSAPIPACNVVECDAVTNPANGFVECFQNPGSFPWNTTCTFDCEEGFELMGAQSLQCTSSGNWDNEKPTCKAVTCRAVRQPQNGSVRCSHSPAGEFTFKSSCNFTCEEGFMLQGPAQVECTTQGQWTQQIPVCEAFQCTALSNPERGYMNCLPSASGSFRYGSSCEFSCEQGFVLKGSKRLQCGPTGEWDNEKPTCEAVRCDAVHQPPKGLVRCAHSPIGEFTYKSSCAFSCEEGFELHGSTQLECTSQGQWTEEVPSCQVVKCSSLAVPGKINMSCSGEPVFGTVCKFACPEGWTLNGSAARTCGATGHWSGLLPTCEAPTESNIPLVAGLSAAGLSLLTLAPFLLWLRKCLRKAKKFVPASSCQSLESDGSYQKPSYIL
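Assay system: HUVEC, human umbilical vein endothelial cells / Amount: 3,000 HUVEC/well / Controls: TNF-alpha positive control, DMSO neutral control / Compound dosing: single concentration / Medium: EGM-2 over gelatin coat / Evaluation: percent E-selectin-positive cells / Signal: immunofluorescence imaging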
RAD52 inh = RAD52 DNA annealing inhibitors, primary screen, biochemical, FRET, single point, set 2; DNA repair protein RAD52 homolog (Homo sapiens), P43351; AID 651710, 2012; inhibition, % at 18.7 µM; recombinant RAD52 DNA annealing, FRET fluorescence; hit rate 0.46% among 360,000;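 active = every replicate showing at least 50% inhibition; inconclusive = mean inhibition at least 50% but not in every replicate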
Target sequence (P43351 whole entry, looked up): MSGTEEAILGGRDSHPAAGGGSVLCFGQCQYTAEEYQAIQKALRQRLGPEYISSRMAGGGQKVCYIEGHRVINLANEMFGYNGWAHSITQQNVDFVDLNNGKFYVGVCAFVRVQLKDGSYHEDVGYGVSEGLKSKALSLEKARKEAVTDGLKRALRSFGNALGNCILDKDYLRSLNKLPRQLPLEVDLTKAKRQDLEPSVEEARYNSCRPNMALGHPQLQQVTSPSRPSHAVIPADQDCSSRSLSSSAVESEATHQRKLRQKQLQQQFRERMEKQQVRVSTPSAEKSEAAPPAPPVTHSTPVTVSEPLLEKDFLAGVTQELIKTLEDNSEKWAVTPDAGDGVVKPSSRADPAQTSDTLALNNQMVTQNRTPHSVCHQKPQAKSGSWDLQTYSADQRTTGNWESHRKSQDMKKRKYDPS
RAD54 branch = inhibitors of human RAD54 branch migration, primary screen, biochemical, fluorescence, single point. AID 602329, 2012. inhibition, % at 10.4 µM. hit rate 0.14% among 360,000. RAD54 Holliday junction branch migration, FAM/BHQ fluorescence. DNA repair and recombination protein RAD54-like (Homo sapiens), Q92698;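 active = mean normalized replicate activity at least 40 and at least half of replicates scoring 40 or more; inconclusive = only one of the two criteria met; inactive = mean below 40 and under half of replicates reaching 40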;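 also: 0% = median of neutral control wells and 100% = median of positive control wells; inhibitors cause a drop in the FAM fluorescence signal; in these data hits start at about 50%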
DENV2 CPE = inhibitors of DENV2 cytopathic effect, primary screen, cell-based, plate reader, single concentration. DENV2-infected cells, cytopathic effect rescue. CPE inhibition, % at 9.99 µM. hit rate 1.7% among 350,000; in the data active = CPE inhibition above about 20%, passing the limit was not always enough; inconclusive = no clear call, values can overlap the other calls; tested in BHK-21 cells;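 also: 0% = median of neutral control wells and 100% = median of positive control wells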
An asterisk follows results filed as active; ? = inconclusive; / = no result given; & = joins results of further samples; ! = a repeat was not active.

SMILES	GSIS activator	CASP6 VEID inh	Xi reactivation	CFTR F508del cor	E-selectin induc	RAD52 inh	RAD54 branch	DENV2 CPE
C[C@@H]1CCCCO[C@@H](CN(C)S(=O)(=O)c2cn(C)cn2)[C@H](C)CN([C@@H](C)CO)C(=O)c2cc(NC(=O)Nc3ccc(F)cc3)ccc2O1	12	-1	-0.1	0.0	-0.1	-8	-3	1
CCc1cc2c(nc1CC)CCCN2S(=O)(=O)c1ccccc1C	-12	0	-0.2	2.1	-0.1	-21	/	8
Cc1ccc(NC(=O)CC2Oc3ccc(C)cc3NC2=O)c(C)c1 (stereo not given)	-2	/	0.4	2.0	-0.1	-6	-3	-1
CCCn1c(=S)[nH]c2sc3c(c2c1=O)CCCC3	8	0	0.5	-1.3	/	-3	-1	0
COCCN1C(=O)N(c2cccc(OC)c2)C(=O)C1CC(=O)Nc1cccc(F)c1 (stereo not given)	13	2	0.0	-2.4	/	-13	-7	-5
Cc1cc(N)c2ccccc2n1	5	-1	0.0	0.2	-1.3	-6	/	0
O=C(Nc1cccc(Cl)c1)C1C2C=CC3(O2)C1C(=O)N(CCN1CCCCC1)C3C(=O)NC1CCCCC1 (stereo not given)	36	-5	0.1	0.6	0.0	-5	5	2
CC(=O)N(C)C[C@H]1Oc2cc(C#CC3CCCC3)ccc2S(=O)(=O)N([C@H](C)CO)C[C@@H]1C	-7	4	-0.2	3.9	0.0	-6	-2	-4
O=C(CSc1nc2ccccc2c(=O)n1-c1ccc(F)cc1)Nc1ccc2c(c1)CCC2	8	-2	0.2	1.7	0.0	3	/	5
CCS(=O)(=O)N1CCN=C1SC(C)c1ccccc1 (stereo not given)	2	0	0.0	-1.7	/	-1	-5	3
Cc1ccc(C(=O)N/N=C2\CC3CC=CC23)c(C)c1 (stereo not given)	0	-2	-0.2	-1.0	/	-3	/	-9
Cc1ccc(CN2CC(N3CCC(c4ccccc4)CC3)CS2(=O)=O)cc1 (stereo not given)	-23	-1	0.0	2.2	/	-20	4	-2
CCCOC(=O)c1cccc(NC(=O)COc2ccc([N+](=O)[O-])cc2)c1	/	-1	0.8	4.3	-1.3	-22	/	2
COC(=O)c1c(C)[nH]c(C(=O)C(C)OC(=O)C2CC(=O)N(c3ccc(C)cc3)C2)c1C (stereo not given)	-53	2	-0.1	1.8	/	-43	-1	0
Oc1ccc(C[C@H]2CN([C@@H](Cc3ccc(O)cc3)CN3CCC[C@@H]3CN3C(=S)NC[C@@H]3Cc3ccccc3)C(=S)N2CC2CCCCCC2)cc1	/	2	0.1	-2.2	/	-4	-13	-10
Cc1ccc(S(=O)(=O)CNC(=S)c2cccc(Cl)c2)cc1	-4	/	-0.1	/	0.8	/	-7	/
O=C(O)CC(NC(=O)c1cccc(F)c1)c1ccc(OC2CCCC2)cc1 (stereo not given)	8	-5	0.0	0.3	0.0	-9	-8	3
Cc1ccc(/C=C/C(=O)OCC(=O)NC(C)C)o1	-12	2	0.0	0.0	/	-3	/	1
CC(=O)c1ccc(N2CCN(C(=O)/C=C/c3ccc(S(=O)(=O)NCc4ccco4)cc3)CC2)cc1	-19	5	0.0	-0.1	/	-22	/	4
CN(C)CC(=O)N1CCCCN2[C@@H](CO)[C@@H](c3ccc(/C=C/c4ccccc4)cc3)[C@@H]2C1	7	4	0.4	-8.1	-0.4	71*	20	-26
O=C1CCCc2c1nc(-c1ccc([N+](=O)[O-])cc1)n2O	12	3	0.9	0.9	4.2	-10	/	-1
C=CCn1c(COc2ccccc2)nc2ccccc21	-1	-3	0.0	-3.7	/	-12	5	-2
CCNC(=O)[C@@H]1[C@@H](CO)[C@@H]2Cn3c(ccc(-c4ccccc4)c3=O)[C@@H]2N1CC1CC1	2	2	0.6	-1.3	0.1	-12	-27	-3
COC(=O)c1ccccc1NC(=O)C1CCN(c2ncnc3c2nc2n3CCCCC2)CC1	4	2	-0.1	3.0	/	0	2	-7
CCCNC(=O)N1[C@@H]2CNC[C@H]1C2c1ccc(-c2ccc(C)cc2)cc1 (stereo not given in full)	-11&13	/	0.0&0.1	-2.0	-0.1	/	/	38*
N=c1c2cn[nH]c2nc(SCC(=O)c2ccc(Br)cc2)n1-c1ccc(Br)cc1	-9	4	0.0	-1.8	/	0	4	6
Cc1nn(C)c(C)c1/C=C(\C#N)C(N)=O	5	1	0.3	/	-3.1	1	/	1
COc1ccc(OCc2nnc(SCC(=O)c3ccccc3)o2)cc1	-1	3	0.8	1.3	/	-10	7	4
Cc1ccsc1-c1cc2nc(NCCCN(C)C)n(C)c(=O)c2s1	6	-34	0.0	5.4	-0.1	58*	?	-8
O=C(COC(=O)c1ccc(O)cc1)NCCc1c[nH]c2ccccc12	1	3	0.0	1.9	/	-7	-6	0
Cc1ccc(S(=O)(=O)N2[C@@H](Cc3ccccc3)CO[C@H]2CC(=O)c2ccc(F)cc2)cc1	-13	0	0.1	2.1	-0.1	-12	/	-8
Cc1ccccc1-n1cnc2c(sc3nc(N4CCOCC4)c4c(c32)CCCC4)c1=O	-21	1	0.0	2.4	/	-3	/	42*
CN1CCC(C)(C(=O)Nc2ccc3c(c2)OCCO3)C1 (stereo not given)	/	-4	-0.1	4.0	/	-1	7	1
CCn1ncc(Br)c1C(=O)Nc1ccc(C(C)C)cc1	-5	2	0.0	0.8	/	-7	-6	-6
COCC(=O)Nc1ccc2c(c1)C(=O)N(C)C[C@@H](OC)[C@H](C)CN(Cc1ccncc1)[C@H](C)CO2	3	-1	0.1	0.7	0.0	3	2	9
Cc1cc2c(Nc3ccccc3)ncnc2s1	6	-5	-0.1	-0.1	7.7	-26	9	-4
Cc1c(C(=O)NNS(=O)(=O)c2ccccc2Cl)sc(=S)n1C	4	2	0.2	-1.5	/	-34	5	5
Cn1c(=O)n(C)c2cc(S(=O)(=O)NCCO)ccc21	22	13	/	/	/	-2	5	-13
Cn1nc(C(=O)NC2CCCCC2)c2c1-c1ccccc1S(=O)(=O)C2	11	0	0.0	1.5	/	-5	-5	0
C/C=C/c1ccc(C2[C@@H]3CN(Cc4ccc5c(c4)OCO5)C[C@H]2N3)cc1 (stereo not given in full)	-2&-2	1&-2	0.1&0.0	-1.8&-4.6	-0.1&0.0	61*!	/	-2&3
CCOC(=O)C(CC(=O)O)NCc1ccco1 (stereo not given)	1	0	0.0	0.4	4.5	13	/	0
COc1ccc(NC(=O)CSCc2ccc(C#N)cc2)c(OC)c1	5	1	0.1	0.6	/	-9	0	4
COc1ccccc1NC(=O)N1C[C@@H](O)COC[C@H]2O[C@H](CC(=O)N3CCC(Cc4ccccc4)CC3)CC[C@@H]21	-15	/	0.0	-1.7	0.1	/	0	-2
Cc1cc(C2=NNC(=Nc3ccccc3)SC2)c(C)n1C	1	0	-0.1	-2.1	2.3	-6	/	-2
CC(=O)N(c1ccc(Cl)cc1)c1cn(C(C)=O)c2ccccc12	-18	0	0.1	3.6	0.4	-2	-1	/
CCCN1C[C@H](C)[C@H](OC)CN(C)C(=O)c2ccc(NC(=O)CC)cc2OC[C@H]1C	5	/	0.0	-1.2	-0.2	/	/	/
COc1cccc2cc(C(=O)N3C(C)CCCC3C)c(=O)oc12 (stereo not given)	3	1	/	/	/	-11	7	/
COc1ccc(S(=O)(=O)Nc2cccc3c2O[C@@H](CN(C)C(=O)Nc2ccccc2)[C@@H](C)CN([C@@H](C)CO)C3=O)cc1	-8	-2	-0.3	2.0	0.0	-2	-3	-4
C[C@@H]1CN([C@H](C)CO)C(=O)c2cccc(NS(=O)(=O)c3cccs3)c2O[C@H]1CN(C)S(=O)(=O)c1cn(C)cn1	7	0	0.2	-1.0	-0.3	12	17	-1
CCCn1cnc2scc(-c3ccc(C)cc3)c2c1=O	17	-3	0.1	-1.6	/	-13	/	8
O=C(CCSc1ccccc1)N1CCN(c2ccccc2)CC1	-6	0	0.2	-0.6	/	-12	3	4
C[C@H](CO)N1C[C@H](C)[C@@H](CN(C)C(=O)Nc2cccc3ccccc23)OCCCC[C@H](C)Oc2ccc(NC(=O)Nc3ccc4c(c3)OCO4)cc2C1=O	16	0	-0.1	0.2	0.0	5	3	0
COc1ccccc1CN1[C@H](CO)[C@@H](c2ccccc2)C12CN(C(=O)c1cnccn1)C2	6	-1	0.1	-2.2	-0.2	-9	/	-11
O=C(NC(=S)N1CCN(c2ccccc2)CC1)c1ccc(S(=O)(=O)N2CCOCC2)cc1	0	7	0.0	-1.4	0.9	-7	4	-4
COc1ccc(NC(=O)N(C)C[C@H]2Oc3ccc(NC(=O)NC(C)C)cc3CC(=O)N([C@@H](C)CO)C[C@@H]2C)cc1	37	2	-1.0	-0.6	0.0	-3	1	2
CC(=O)Nc1ccc(S(=O)(=O)NCC2CCC(C(=O)NCCc3ccccc3)CC2)cc1 (stereo not given)	/	-1	-0.1	1.5	/	-2	5	-7
COc1ccccc1CNCC(=O)NCc1ccc(C)cc1	13	-3	0.0	1.8	/	-8	/	0
COC(=O)c1sc(-c2ccc(Cl)cc2)cc1N	5	-1	0.2	-0.8	0.3	-13	-10	0
O=C(O)c1cccc(NC(=S)NC(=O)c2cccc(OCc3ccccc3)c2)c1	-2	8	-0.1	0.9	/	-10	5	12
COc1ccc(NC(=O)Nc2ccc3c(c2)C(=O)N([C@H](C)CO)C[C@H](C)[C@@H](CN(C)Cc2ccc(-c4ccccc4)cc2)O3)cc1	15	2	0.1	3.6	0.4	31	2	5

Already shown: an excerpt of the list.
SMILES	GSIS activator	CASP6 VEID inh	Xi reactivation	CFTR F508del cor	E-selectin induc	RAD52 inh	RAD54 branch	DENV2 CPE
CCOC(=O)C(CC(=O)O)NCc1ccco1 (stereo not given)	1	0	0.0	0.4	4.5	13	/	0
COc1ccc(NC(=O)CSCc2ccc(C#N)cc2)c(OC)c1	5	1	0.1	0.6	/	-9	0	4

Next part:
SMILES	GSIS activator	CASP6 VEID inh	Xi reactivation	CFTR F508del cor	E-selectin induc	RAD52 inh	RAD54 branch	DENV2 CPE
C[C@H](CO)N1C[C@H](C)[C@@H](CN(C)C)Oc2c(NC(=O)Nc3ccc4c(c3)OCO4)cccc2C1=O	3	0	-1.0	-0.8	/	-4	-5	-12
O=C(C[C@@H]1C=C[C@@H](NS(=O)(=O)c2ccccc2)[C@H](CO)O1)NCc1ccc(Cl)c(Cl)c1	-6	2	-0.3	4.3	-0.3	-6	9	-2
O=[N+]([O-])c1ccc(N2CCOCC2)cc1	2	-5	0.3	0.0	0.0	-9	4	10
CCN(C[C@@H]1N[C@@H](CO)[C@@H]1c1ccc(-c2ccc(F)cc2)cc1)C(=O)COC	-12	/	0.0	-2.9	0.2	-7	-3	-9
O=C(O)CN1C(=O)C2C3CCC(C3)C2C1=O (stereo not given)	12	5	0.0	0.2	-0.2	-1	/	6

No enrichment for hits; any-hit rate near 3.7%.
